# TRHR agonist: qHTS for Small Molecule Agonists and Allosteric Enhancers of Human TRH Receptor: Primary Screen for Agonists; activation, % at 2 µM; AID 493084, 2011; 360,000 tested, 0.18% active; TRHR cells, calcium flux fluo-8, FDSS agonist mode; Thyrotropin-releasing hormone receptor (Homo sapiens), P34981; also: 0% is about no effect
#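 TRHR-expressing cells loaded with fluo-8 calcium dye; 23 nL library compound pin-transferred, kinetic FDSS fluorescence (Ex 480/Em 530) recorded about 180 s for agonist-induced calcium release, before a 10 nM TRH EC20 addition for potentiator mode.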
# D1 potentiator: Potentiators of Human D1 Dopamine Receptor: qHTS; D(1A) dopamine receptor (Homo sapiens), P21728; HEK293 TREx D1 cells, calcium flux, dopamine EC20 potentiation; potentiation, % at 10 µM; 360,000 tested, 0.036% active; AID 504651, 2011; in the data active = potentiation above about 30%; also: 0% is about no effect
# Target sequence (P21728 whole entry, looked up): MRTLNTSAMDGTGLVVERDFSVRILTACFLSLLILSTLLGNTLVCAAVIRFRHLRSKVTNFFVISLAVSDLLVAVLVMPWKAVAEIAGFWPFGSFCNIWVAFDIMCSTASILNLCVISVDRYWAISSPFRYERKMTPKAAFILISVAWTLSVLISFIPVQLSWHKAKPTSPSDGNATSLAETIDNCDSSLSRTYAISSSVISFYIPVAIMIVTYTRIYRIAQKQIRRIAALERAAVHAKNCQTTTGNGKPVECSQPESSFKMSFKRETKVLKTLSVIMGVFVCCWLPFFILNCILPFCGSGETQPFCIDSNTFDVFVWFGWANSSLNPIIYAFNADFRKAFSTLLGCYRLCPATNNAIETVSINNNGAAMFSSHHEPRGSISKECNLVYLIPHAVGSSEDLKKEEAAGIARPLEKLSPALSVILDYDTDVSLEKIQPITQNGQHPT
# TRHR enhancer: qHTS for Small Molecule Agonists and Allosteric Enhancers of Human TRH Receptor: Primary Screen for Enhancers; Thyrotropin-releasing hormone receptor (Homo sapiens), P34981; enhancement, % at 2 µM; 360,000 tested, 0.66% active; TRHR cells, fluo-8 calcium fluorescence, EC20 TRH enhancement; in the data active = enhancement above about 30%; also: 0% is about no effect
#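 TRHR-expressing cells loaded with fluo-8 calcium dye were read kinetically (ex 480/em 530) during compound addition, then stimulated with an EC20 of TRH (10 nM final). Enhancement of the Gq-mediated intracellular calcium response was scored.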
# D2 agonist: HTS Assay for Allosteric Agonists of the Human D2 Dopamine Receptor: Primary Screen for Agonists; activation, % at 2 µM; 340,000 tested, 0.53% active; HEK293 T-REx D2 cells, calcium flux agonist mode;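 active = activation over 3 SD above normal in the single-dose calcium agonist read, cut at about 30% in these data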; also: 0% is about no effect
# Target sequence (P14416 whole entry, looked up): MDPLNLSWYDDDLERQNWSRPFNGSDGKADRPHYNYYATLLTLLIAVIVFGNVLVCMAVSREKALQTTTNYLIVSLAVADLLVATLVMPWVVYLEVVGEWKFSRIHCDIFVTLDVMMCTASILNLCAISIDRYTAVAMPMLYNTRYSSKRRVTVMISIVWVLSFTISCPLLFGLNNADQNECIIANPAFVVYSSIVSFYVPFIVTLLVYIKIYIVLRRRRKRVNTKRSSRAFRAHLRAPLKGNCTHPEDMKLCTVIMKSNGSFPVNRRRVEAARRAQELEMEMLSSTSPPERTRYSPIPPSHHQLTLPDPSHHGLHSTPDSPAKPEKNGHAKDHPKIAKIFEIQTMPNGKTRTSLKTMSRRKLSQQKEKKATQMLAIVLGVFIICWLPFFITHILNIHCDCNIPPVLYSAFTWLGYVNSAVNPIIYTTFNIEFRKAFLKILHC
#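 HEK293 Trex D2 cells, tetracycline-induced, o/n 30 C 5% CO2; no-wash Ca dye, RT 30–90 min; 10-cycle baseline, 23 nl cpd added, kinetic Ca read 180 s; agonist hits = positive Ca response.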
# D2 antagonist: HTS Assay for Allosteric Antagonists of the Human D2 Dopamine Receptor: Primary Screen for Antagonists. HEK293 TREx D2 cells, calcium flux, dopamine EC80. 340,000 tested, 2% active. D(2) dopamine receptor (Homo sapiens), P14416. inhibition, % at 10 µM; in the data active = inhibition above about 30%; also: 0% is about no effect
#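 Overnight-induced (tetracycline, 30 C) HEK293 T-REx cells carrying force-coupled D2 receive a no-wash calcium dye, then compound, then EC80 dopamine at 180 s; signals are read kinetically throughout.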
# D2 PAM: HTS Assay for Positive Allosteric Modulators of the Human D2 Dopamine Receptor: Primary Screen for Potentiators; D(2) dopamine receptor (Homo sapiens), P14416; HEK293 T-REx D2, calcium flux, EC20 dopamine potentiation; potentiation, % at 10 µM; 340,000 tested, 0.34% active; AID 485347, 2010;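 active = potentiation over 3 SD above the plate norm, cut at about 30% in these data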; also: 0% is about no effect
#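 Primary screen. Calcium kinetics in induced HEK293 T-REx D2 cells: compound pre-addition 180 s, EC20 dopamine, 180 s more.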
# RXFP1 antagonist: qHTS Assay for Antagonists of the Relaxin Receptor RXFP1 | Relaxin receptor 1 (Homo sapiens), Q9HBX9 | HEK293-RXFP1, relaxin-stimulated cAMP HTRF, 30 min; hits give low values | activity change, negative = inhibition, % at 57.5 µM | 350,000 tested, 0.59% active | AID 1259400, 2018;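 active = activity change of -60% or lower, but not beyond a set lower limit; inconclusive = change between -60% and -40%, or beyond the set limit; inactive = change above -40%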; also: % is scaled to controls: 0 for no effect and ±100 for the full control effect
# D1 antagonist: Antagonist of Human D 1 Dopamine Receptor: qHTS. 360,000 tested, 3.2% active. D(1A) dopamine receptor (Homo sapiens), P21728. activity change, negative = inhibition, % at 10 µM. HEK293 TREx D1 cells, calcium flux, dopamine EC80; hits give low values; in the data active = activity change below about -30%; also: % is scaled to controls: 0 for no effect and ±100 for the full control effect
#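 Inducible Hek293 Trex D1 cells (tetracycline, overnight, 30 C). Calcium dye 30–90 min RT. Antagonist mode: EC80 dopamine added after 180 s compound read.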
# D1 ag: Allosteric Agonists of the Human D1 Dopamine Receptor: qHTS | 360,000 tested, 1% active | D(1A) dopamine receptor (Homo sapiens), P21728 | activation, % at 2 µM | HEK293 T-REx D1 cells, calcium flux, agonist mode; also: 0% is about no effect
#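 Tetracycline-induced HEK293 TREx D1 cells, force-coupled to calcium signalling, were dye-loaded with a no-wash calcium kit. Compound was pin-added after a 10 s baseline. Fluorescence was read kinetically at 1 cycle/s for 180 s, with calcium rises flagged as agonism.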
# Numbers without * were called inactive; ? = inconclusive; . = not tested or not shown; & = joins results of further samples. Rule as the data show it, unless noted: active = activation above about 30%; inactive = the rest.
1. COc1cccc(/C=N/Nc2nc(Nc3ccccc3)nc(-n3nc(C)cc3C)n2)c1O
2. O=C(COC(=O)/C=C/c1cccs1)NC(c1ccccc1)c1ccccc1
3. CCOC(=O)c1[nH]c(C)c(CCC(=O)Nc2c(C)cc(C)cc2C)c1C
4. C/C(=N\NC(=O)C(=O)Nc1cc(Cl)ccc1Cl)c1ccncc1
5. Cc1cccc(N2C(=O)/C(=C/c3ccccn3)SC2=S)c1

assay / compound	1	2	3	4	5
TRHR agonist	0.8	0.0	-0.8	0.2	0.7
D1 potentiator	-4	-2	-3	-6	3
TRHR enhancer	-3	-13	5	-1	2
D2 agonist	2.8	-1.5	10	0.5	0.8
D2 antagonist	7	-2	.	-4	8
D2 PAM	-14	-5	8	-1	7
RXFP1 antagonist	-1	-20	-3	.	3
D1 antagonist	3	3	-7	-9	8
D1 ag	7	7	6	0	3

# Looked up above.
# O=C(COC(=O)/C=C/c1cccs1)NC(c1ccccc1)c1ccccc1 in D1 ag → 7
# Cc1cccc(N2C(=O)/C(=C/c3ccccn3)SC2=S)c1 in D1 ag → 3
# CCOC(=O)c1[nH]c(C)c(CCC(=O)Nc2c(C)cc(C)cc2C)c1C in TRHR agonist → -0.8

# Later entries
6. CCc1ccc(NC(=O)CCC(=O)Nc2nnc(C(C)C)s2)cc1
7. CCOC(=O)N1CCC(NC(=O)c2ccc3nc4ccccc4c(=O)n3c2)CC1
8. Cc1ccc2nc(C)c3c(c2c1)COC3
9. Cc1ccc(S(=O)(=O)Nc2ccccc2C(=O)NCC2CCCO2)cc1 (centres undefined)
10. CCOC(=O)CCNc1n[nH]c(=O)[nH]c1=O

assay / compound	6	7	8	9	10
TRHR agonist	-0.1	0.8	-0.3	-0.3	-0.1
D1 potentiator	-7	0	-5	3	0
TRHR enhancer	-7	-2	0	5	0
D2 agonist	0.6	1.3	.	0.2	1.1
D2 antagonist	43*	-10	.	.	14
D2 PAM	2	6	.	-2	-6
RXFP1 antagonist	3	.	-17	-9	3
D1 antagonist	-6	11	3	4	-15
D1 ag	5	1	0	3	3

# A different layout for five compounds above:
# Values run as follows: TRHR agonist, D1 potentiator, TRHR enhancer, D2 agonist, D2 antagonist, D2 PAM, RXFP1 antagonist, D1 antagonist, D1 ag
9	Cc1ccc(S(=O)(=O)Nc2ccccc2C(=O)NCC2CCCO2)cc1 (centres undefined)
 : -0.3, 3, 5, 0.2, ., -2, -9, 4, 3
6	CCc1ccc(NC(=O)CCC(=O)Nc2nnc(C(C)C)s2)cc1
 : -0.1, -7, -7, 0.6, 43*, 2, 3, -6, 5
4	C/C(=N\NC(=O)C(=O)Nc1cc(Cl)ccc1Cl)c1ccncc1
 : 0.2, -6, -1, 0.5, -4, -1, ., -9, 0
10	CCOC(=O)CCNc1n[nH]c(=O)[nH]c1=O
 : -0.1, 0, 0, 1.1, 14, -6, 3, -15, 3
1	COc1cccc(/C=N/Nc2nc(Nc3ccccc3)nc(-n3nc(C)cc3C)n2)c1O
 : 0.8, -4, -3, 2.8, 7, -14, -1, 3, 7

# Following part:
11. CCOC(=O)CCCc1ccc(/C(C)=N/NC(=S)NC)cc1
12. O=C(NCc1cccnc1)C1CCC(CNS(=O)(=O)c2ccc(Cl)cc2)CC1 (centres undefined)
13. CC(C)(C)C1CCC(=NNC(=O)C2COc3ccccc3O2)CC1 (centres undefined)
14. CS(=O)(=O)Oc1ccc2c(c1)O/C(=C\c1cccnc1)C2=O
15. N#C/C(=C\c1ccc(O)c(O)c1)C(=O)Nc1cccc2ncccc12

assay / compound	11	12	13	14	15
TRHR agonist	0.3	0.0	0.5	0.3	1.8
D1 potentiator	-2	0	-2	1	-3
TRHR enhancer	4	0	11	-1	0
D2 agonist	-0.5	0.2	-0.1	0.0	0.2
D2 antagonist	14	-3	1	6	-4
D2 PAM	-3	-2	4	-9	8
RXFP1 antagonist	-2	-14	8	-17	-37
D1 antagonist	-12	-8	-12	1	1
D1 ag	2	5	-1	2	7

16. O=C(COCc1nc2ccccc2c(=O)[nH]1)NCC1CCCCC1
17. CCOC(=O)c1cccc(NC(=O)CCc2c(C)nn(-c3ccc(N4CCCCC4)nn3)c2C)c1
18. Cc1cc(-c2nn(-c3ccccc3F)cc2CN(C)CC(O)CO)c(C)s1 (centres undefined)
19. CCCCNC1=CC(=O)C(=O)c2ccccc21
20. COC(=O)C1=C(C)NC2=C(C(=O)CC(C)(C)C2)C1c1ccsc1 (centres undefined)

assay / compound	16	17	18	19	20
TRHR agonist	-0.5	-0.2	1.7	-0.7	-0.4
D1 potentiator	-4	-3	-1	2	4
TRHR enhancer	-2	4	1	23	0
D2 agonist	0.6	1.1	.	0.8	-1.0
D2 antagonist	-15	.	.	3	-3
D2 PAM	-8	-2	.	9	14
RXFP1 antagonist	-14	12	3	7	-5
D1 antagonist	2	2	-3	0	-20
D1 ag	0	0	7	4	1

# Profiles, looked up by structure. Values in the order: TRHR agonist, D1 potentiator, TRHR enhancer, D2 agonist, D2 antagonist, D2 PAM, RXFP1 antagonist, D1 antagonist, D1 ag
# `COC(=O)C1=C(C)NC2=C(C(=O)CC(C)(C)C2)C1c1ccsc1` (centres undefined) reads -0.4, 4, 0, -1.0, -3, 14, -5, -20, 1
# `O=C(COCc1nc2ccccc2c(=O)[nH]1)NCC1CCCCC1` reads -0.5, -4, -2, 0.6, -15, -8, -14, 2, 0

# Going on with the list.
nr	structure	TRHR agonist	D1 potentiator	TRHR enhancer	D2 agonist	D2 antagonist	D2 PAM	RXFP1 antagonist	D1 antagonist	D1 ag
21	Cc1ccc(S(=O)(=O)Nc2cccc(-c3cn4cccc(C)c4n3)c2)c(C)c1	-0.8	-3	5	.	.	17	-7	10	1
22	COc1ccccc1CN1CCC(CNS(=O)(=O)c2cc(-c3onc(C)c3C)ccc2OC)CC1	0.9&-0.1	-6&2	-2&6	-0.6&0.4	33*	10&-15	8&-3	-14&-4	25&5
23	Nc1nnc(SCC(=O)Nc2cccc3ccccc23)s1	0.0	-8	17	0.3	-24	2	-2	10	0
24	CCc1ccc(C(=O)COC(=O)c2cc([N+](=O)[O-])ccc2NCCO)cc1	-0.5	-3	2	0.0	-3	14	-8	2	4
25	COc1ccccc1NC(=O)/C(=N/OCc1ccc(F)cc1)C(C)=O	-0.2	4	-4	0.6	20	-1	14	2	3
26	Cc1cc(C)c(NC(=O)C(C)n2nnc3sc(-c4ccccc4)cc3c2=O)c(C)c1 (centres undefined)	0.3	-2	-2	0.2	.	3	-6	11	0
27	COc1ccc(C(=O)NCC(=O)OCC(=O)c2ccc3c(c2)NC(=O)CO3)cc1OC	0.3	-6	1	3.7	7	13	6	-4	0
28	Nn1c(SCC(=O)Nc2ccc3c(c2)OCCO3)nnc1-c1cccnc1	0.2	-1	-5	0.4	-12	1	-5	-37*	2
29	Cc1sc(NC(=O)CCC(=O)O)c(C(N)=O)c1-c1ccccc1	0.3	0	4	-0.3	47*	4	43	0	6
30	Cc1cc2c(c(=O)o1)C1(C(=O)N(C)c3ccccc31)C(C#N)=C(N)O2 (centres undefined)	-0.4	0	-3	-0.7	12	0	-4	-4	4
31	O=C(CN1C(=O)NC2(CCCC2)C1=O)N1CCCSC1=Nc1ccccc1	0.3	3	2	0.2	-10	-1	-10	4	2
32	CN(C(=O)CSc1cc(C(=O)c2nccn2C)c2ccccc2n1)c1ccccc1	1.4	-4	-8	3.0	3	-5	-12	-29	5
33	O=C(O)CN(c1ccccn1)S(=O)(=O)c1ccc(Cl)cc1	0.3	0	-2	0.4	-4	1	2	-12	4
34	COc1ccc(OC)c(C2(O)CSC(=Nc3cccnc3)N2Cc2ccco2)c1 (centres undefined)	-2.2	-2	4	-1.8	6	2	?	.	2
35	NS(=O)(=O)c1ccc(NC(=O)CCCCCN2C(=O)c3ccccc3C2=O)cc1	-0.3	4	2	0.5	-8	0	5	6	-1
36	Oc1[nH]c2ccccc2c1OCc1ccncc1	0.8	-2	5	-0.1	-7	9	2	-7	1
37	CC(C)CN1CCC(CNC(=O)CCc2nnc(Cc3c[nH]c4ccccc34)o2)CC1	0.5	4	4	.	.	6	2	2	3
38	O=C(Nc1ccc(Cl)cc1)N(Cc1nc2ccccc2c(=O)[nH]1)Cc1cccs1	0.4	-4	17	0.4	-6	-12	7	-7	1
39	O=C(CCCC(=O)N/N=C/c1ccccc1C(=O)O)N/N=C/c1ccccc1C(=O)O	0.6	-5	1	0.8	-6	-4	-2	-16	13
40	CCN1CCN(c2nc3sc4c(c3c(=O)n2-c2ccc(OC)cc2)CCCCC4)CC1	-0.6	-6	3	0.2	16	-7	-3	4	3
41	Cc1ccccc1NC(=O)CSCn1nnc2c(=O)[nH]c(Cc3ccc(F)cc3)nc21	0.2	3	0	-0.3	.	6	7	2	0
42	CC(NC(=O)CN1CCOCC1)c1ccc(F)cc1 (centres undefined)	-0.1	1	-5	0.6	0	17	7	3	3
43	CC1=C(C(=O)Nc2ccccc2)C(c2cccs2)n2nc(SCc3ccccc3)nc2N1 (centres undefined)	0.8	1	1	.	.	-17	.	0	1
44	CC(C)Cn1c(=O)c2ccccc2n2c(CCC(=O)N3CCN(c4ccccc4F)CC3)nnc12	1.0	-6	0	1.3	.	4	-26	-13	3
45	COc1ccc(OCCC(=O)Nc2ccc(S(N)(=O)=O)cc2)cc1	1.4	-7	11	1.1	-7	-8	3	-14	2
46	CCSc1ccc(C(=O)Nc2ccc(Br)cn2)cc1[N+](=O)[O-]	-0.4	-12	3	-1.0	8	-16	-6	-14	1
47	Cc1ccc(C)c(NS(=O)(=O)c2ccc(NC(=O)c3ccco3)cc2)c1	1.2	-6	-3	-0.1	9	-7	-20	11	18
48	N#C/C(=C(/O)CSc1n[nH]c(N)n1)c1nc2ccccc2[nH]1	0.9	-6	3	1.0	-4	-4	11	-3	5
49	COc1ccccc1S(=O)(=O)Cc1ccc(C(=O)N2CCCC2)o1	0.1	0	0	-1.5	-3	2	.	0	1
50	NC(=O)c1nsc(C(=O)N(CC(=O)NCc2ccco2)c2ccccc2F)c1N	-0.5	-7	-3	-0.3	8	33*	?	-5	12
51	Cc1cc(C)c(/C=C/c2onc(C)c2S(=O)(=O)N2CCC(C(=O)NCc3ccccc3Cl)CC2)c(C)c1	0.6	-1	0	0.5	.	-3	2	-2	4
52	CCOc1ccc(-c2nnc(-c3ccccc3)n2-c2ccccc2)cc1	-1.4	-7	1	5.0	-13	0	4	-10	3

# Screening results as filed in PubChem BioAssay.
